Screens from PubChem BioAssay.
AI-2 QS mod – Vibrio harveyi AI-2 quorum sensing modulation | activity change, % at 7.5 µM | Vibrio harveyi JMH597 AI-2 luminescence/OD600 ratio, 9 h; active compounds read low; strain lacks LuxN and CqsS sensors; 0 = neutral-control median | actives 0.4% (n = 300,000); in the data active means activity change below about -75%, passing the limit was not always enough; inconclusive means no clear call, values can overlap the other calls;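 further: luminescence divided by OD600 gain over 9 h not by final OD600 alone; inactives centre near 13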
aSyn UTR inh – 5' untranslated region of α-synuclein, MLPCN primary screen; alpha-synuclein 5'UTR reporter, inhibitor activity; inhibition, % (tested at 7.5 µM); actives 0.82% (n = 300,000); in the data active means inhibition above about 60%; inconclusive means no clear call, values can overlap the other calls;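 further: H4 neuroglioblastoma cells stably carrying SNCA 5'UTR luciferase fusion; 0% = DMSO wells and 100% = positive control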
GSK3beta inhib – blocks human GSK3beta kinase activity | GST-GSK3beta kinase, ADP-Glo luminescence, 60 min; active compounds read low | actives 0.038% (n = 300,000) | activity score (negative = inhibition), % at 10 µM | P49841;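 active means more than half of replicate wells score below -50%, meaning over 50% inhibition versus plate controls; inconclusive means some replicates but at most half score below -50%; inactive means no replicate scores below -50%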;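 further: 0% = median DMSO wells and -100% = median GW8510 positive control wells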
Target sequence (P49841 whole entry, looked up): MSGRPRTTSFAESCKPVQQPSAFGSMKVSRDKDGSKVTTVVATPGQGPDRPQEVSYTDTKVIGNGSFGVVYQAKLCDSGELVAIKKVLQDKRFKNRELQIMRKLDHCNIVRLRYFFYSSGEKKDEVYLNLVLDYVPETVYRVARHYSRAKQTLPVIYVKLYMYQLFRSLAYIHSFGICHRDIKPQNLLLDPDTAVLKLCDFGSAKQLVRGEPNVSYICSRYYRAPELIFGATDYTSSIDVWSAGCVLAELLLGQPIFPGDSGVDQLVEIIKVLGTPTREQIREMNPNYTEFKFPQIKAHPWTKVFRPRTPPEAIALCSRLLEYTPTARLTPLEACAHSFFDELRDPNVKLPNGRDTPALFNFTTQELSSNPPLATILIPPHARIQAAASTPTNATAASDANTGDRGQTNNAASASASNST
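Assay system: GST-tagged human GSK3beta kinase, cell-free; Input: 1.6 ng GSK3beta; Medium: Tris/MgCl2 kinase buffer; Timing: 60 min enzyme reaction, room temperature; Signal: ADP-Glo luminescence quantifying ADP generated by kinase; Evaluation: score relative to plate controls; Benchmarks: DMSO neutral wells and GW8510 at 20 µM as positive.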
KLF5 inhibitor – suppresses KLF5 promoter-driven expression; DLD-1 KLF5 promoter-luciferase reporter, luminescence; inhibition, % at 5 µM; actives 0.23% (n = 290,000);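 active means inhibition above a per-plate limit of that plate's mean compound inhibition plus 3 SD, cut at about 60% in these data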;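 further: 0% = DMSO wells and 100% = LY294002 at 200 µM; higher means less KLF5 promoter-driven luciferase light; inactives centre near -14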
GSK3A inh – blocks human GSK-3 alpha kinase | P49840 | ADP-Glo luminescence, 60 min | inhibition, % at 10 µM | actives 0.1% (n = 320,000) | AID 2650;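 in the data active means inhibition above about 50%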;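 further: GST-tagged GSK-3 alpha with peptide substrate and 25 µM ATP; 0% = DMSO neutral wells and 100% = GW8510 positive control wells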
Target sequence (P49840 whole entry, looked up): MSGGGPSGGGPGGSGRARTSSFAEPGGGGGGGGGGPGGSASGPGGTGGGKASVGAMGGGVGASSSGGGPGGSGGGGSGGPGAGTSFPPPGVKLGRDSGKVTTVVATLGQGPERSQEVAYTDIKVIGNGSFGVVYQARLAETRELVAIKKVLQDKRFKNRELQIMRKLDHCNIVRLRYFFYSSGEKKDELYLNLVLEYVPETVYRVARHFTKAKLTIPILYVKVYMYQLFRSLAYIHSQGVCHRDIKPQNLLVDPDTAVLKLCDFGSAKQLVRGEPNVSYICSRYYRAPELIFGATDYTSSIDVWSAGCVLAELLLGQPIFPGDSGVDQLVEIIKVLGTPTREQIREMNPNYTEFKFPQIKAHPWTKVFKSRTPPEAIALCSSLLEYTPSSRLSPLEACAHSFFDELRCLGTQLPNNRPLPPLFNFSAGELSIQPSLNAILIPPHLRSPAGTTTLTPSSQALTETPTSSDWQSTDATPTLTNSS
IEC-6 tox – kills IEC-6 intestinal cells in KLF5 counter-screen. IEC-6 cytotoxicity, luminescence viability. inhibition, % at 5 µM. actives 0.78% (n = 290,000). AID 1825; in the data active means inhibition above about 22%;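 further: 0% = plate median of test compound wells and 100% = cytotoxic reference compound wells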
HSF1 inh – HSF1 inhibition. NIH3T3-HGL HSE-luciferase, MG132-induced, luminescence 8 h; active compounds read low. activity change, negative = inhibition, % at 7.5 µM (by protocol). actives 0.77% (n = 300,000);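 active means more than half of replicate wells show activity change below -50%, luminescence cut by over half; inconclusive means some wells, but at most half, below -50%; inactive means no replicate well below -50%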;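 further: luciferase reports HSF-1 transcriptional activity via heat shock element; 0% = median of DMSO wells and -100% = zero luminescence signal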
HSP90 inh – inhibitors of HSP90 luciferase refolding in rabbit reticulocyte lysate. luciferase refolding luminescence, 3 h. inhibition, % at 5.6 µM. actives 0.91% (n = 290,000). AID 1789;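 active means inhibition above the screen-wide mean plus 3 SD, computed separately per campaign, cut at about 16% in these data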;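 further: 0% = DMSO wells and 100% = 60 µM geldanamycin wells; inhibitors lower the luminescence because luciferase stays unfolded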
HSF-1 act – increases HSF-1 driven luciferase reporter signal; NIH3T3-HGL HSF-1 luciferase reporter, MG132, 8 h; 100% = twice DMSO control signal; actives 1.7% (n = 300,000); AID 504408; activation, % at 9 µM;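 active means mean replicate activation of at least 50% with a set share of replicates each reaching 50%; inconclusive means only one of those two conditions met; inactive means mean below 50% and too few replicates reaching it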;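 further: 0% = median of the neutral control wells and 100% = twice that signal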
PolyA inh – yeast polyadenylation inhibition | actives 0.02% (n = 300,000) | S. cerevisiae SKY197-pL101 polyadenylation reporter, beta-gal luminescence; efflux-impaired pdr1/pdr3 knockout yeast; score 100 = 6 SD above DMSO | AID 1875 | calls only at 12 µM;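 active means lowest replicate activity score at least 50, where 100 means six control SD above control mean; inconclusive means lowest score under 50 but half or more replicates reach 50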;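 further: yeast exposed to compound for 9 h at 30 °C; higher score means more reporter readthrough which indicates perturbed polyadenylation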
Active calls of the source: *; i = inactive; ? = inconclusive; . = no result given. Some of the compounds tested; rates above refer to the full screens.

cpd | Structure | IEC-6 tox | AI-2 QS mod | HSF1 inh | GSK3beta inhib | KLF5 inhibitor | HSP90 inh | PolyA inh | HSF-1 act | GSK3A inh | aSyn UTR inh
1 | CCCOc1ccc(-c2nnn(CC(=O)Nc3cccc(C(=O)OC)c3)n2)cc1 | . | 29 | 9 | 1 | . | . | i | 0 | -1 | 30
2 | CC(C)CCNC(=O)CN(CCCN1CCOCC1)C(=O)Cn1nnc(-c2ccc(F)cc2)n1 | 11 | 4 | -5 | -3 | -9 | 1 | i | -1 | -1 | -15
3 | O=[N+]([O-])c1cccnc1S(=O)(=O)c1ccccc1 | 41* | 2 | 40 | -3 | 20 | 6 | i | ? | 1 | -7
4 | CN(CC(=O)Nc1cccc(F)c1)C(=O)CCCn1c(=O)oc2ccccc21 | . | . | 3 | . | . | . | i | 0 | -2 | -11
5 | COc1ccc(/C(C)=N/NC(=O)CNC(=O)c2cccs2)cc1 | 1 | -4 | -3 | -4 | -8 | -3 | i | -6 | 0 | 4
6 | NC(=O)CN1C(=O)/C(=c2\sc3nc(=O)c(Cc4ccccc4)nn3c2=O)c2ccccc21 | 2 | 27 | 3 | 0 | -9 | 1 | i | 34 | -1 | -11
7 | CCN(C(=O)COC(=O)CCCN1C(=O)c2cccc3cccc(c23)C1=O)C1CCS(=O)(=O)C1 (stereo unspecified) | . | 27 | 1 | 5 | . | . | i | -5 | -1 | -6
8 | O=c1[nH]c(-c2cccnc2)nc2ccccc12 | 0 | 19 | -2 | -1 | -45 | -1 | i | 11 | 2 | 1
9 | O=C1c2cccc3c([N+](=O)[O-])ccc(c23)C(=O)N1Cc1cccnc1 | 6 | 16 | -2 | -24 | -13 | 0 | i | -8 | . | -5
10 | CCNS(=O)(=O)c1ccc(CCC(=O)NCc2ccncc2)cc1 | 3 | -1 | -11 | 2 | -12 | -3 | i | 7 | -1 | 17
11 | Nc1cc(Oc2ccc(Cl)cc2Cl)nc(N)n1 | -5 | -95* | -4 | -1 | -4 | 1 | i | 18 | -4 | -5
12 | COc1ccc2c(c1)CCc1cn[nH]c1-2 | -6 | 34 | -5 | -2 | -53 | -1 | i | -22 | 0 | -27
13 | Cc1[nH]n(-c2ccccc2)c(=O)c1C=Nc1ccc(S(=O)(=O)N(C)C)cc1 | 2 | 36 | 9 | 0 | -11 | 4 | i | 4 | 0 | -16
14 | COc1ncnc2c1NC1=C(S2)C(=NCCC(=O)O)CC(C)(C)C1 | 4 | 29 | 1 | 0 | -27 | 5 | i | 3 | 6 | 7
15 | CCOc1ccc(NC(=O)c2ccc(NC(=O)COC(=O)c3ccc(NC(=O)CC#N)cc3)cc2)cc1 | . | 25 | 11 | 4 | . | . | i | 16 | -4 | -88
16 | CC(CCCC(C)(C)O)NCCO (stereo unspecified) | -3 | 9 | -8 | 2 | -9 | 0 | i | -8 | -1 | 19
17 | c1ccc(-c2nnnc3ccccc23)cc1 | 6 | 5 | 1 | 0 | 11 | -4 | i | 2 | 0 | -165
18 | Cc1noc(C)c1CSCC(=O)N1CCN(c2ccc(F)cc2)CC1 | 2 | 11 | 12 | -1 | -27 | 2 | i | 10 | 0 | 0
19 | Cn1c(=O)c(C(=O)NCCO)c(O)c2ccccc21 | -4 | 12 | 4 | 2 | -28 | -3 | i | 16 | -1 | -13
20 | Nc1c(C(=O)Nc2ccc3c(c2)OCCO3)nnn1Cc1ccccc1 | . | 10 | 21 | -2 | . | . | i | 43 | 1 | -194
21 | CN(C)C(=O)c1c(NC(=O)c2ccccc2)sc2c1CCC2 | 0 | 31 | 5 | 1 | -35 | -5 | i | 7 | -1 | -16
22 | Cc1ccc(N(C(=O)c2csnn2)C(C(=O)NC2CCCC2)c2cccnc2)c(C)c1 (stereo unspecified) | -2 | 9 | 3 | 2 | 4 | -1 | i | 7 | 0 | 12
23 | CCN1CCCn2c1nc1c2c(=O)n(C)c(=O)n1C | 0 | 9 | -6 | 0 | -34 | 3 | i | 12 | 3 | 22
24 | CCCc1cc(=O)[nH]c(SCC(=O)c2c(N)n(C)c(=O)n(C)c2=O)n1 | -4 | 49 | -2 | 1 | -20 | -2 | i | -3 | 0 | 15
25 | COC(=O)c1ccccc1NC(=O)CSc1nc(N)cc(N)n1 | -4 | 4 | 16 | 1 | -28 | 1 | i | 19 | -1 | -3
26 | COc1ccc(OCC(O)CN2CCN(c3ncccn3)CC2)cc1 (stereo unspecified) | -6 | 29 | -5 | 4 | 9 | -5 | i | -3 | 0 | 8
27 | COc1ccc(/C(C)=N/Nc2ccc(F)cc2F)c(O)c1 | 0 | 7 | 13 | 6 | -27 | -2 | i | 18 | -3 | -97
28 | O=C(CSc1ccccn1)Nc1nc2c(ccc3ccccc32)s1 | 5 | 29 | -13 | 0 | -24 | -2 | i | 20 | 0 | -63
29 | O=C(COC(=O)CCC(=O)c1cccs1)Nc1ccc(S(=O)(=O)N2CCOCC2)cc1 | -3 | 12 | 11 | 0 | 5 | -2 | i | -10 | -4 | -2
30 | COc1cccc(NC(=O)CSc2nnc(Cc3ccc(OC)c(OC)c3)o2)c1 | -7 | 19 | 7 | 2 | -7 | -1 | i | 20 | -2 | -2

Records 1 through 4 of the list above:
cpd | Structure | IEC-6 tox | AI-2 QS mod | HSF1 inh | GSK3beta inhib | KLF5 inhibitor | HSP90 inh | PolyA inh | HSF-1 act | GSK3A inh | aSyn UTR inh
1 | CCCOc1ccc(-c2nnn(CC(=O)Nc3cccc(C(=O)OC)c3)n2)cc1 | . | 29 | 9 | 1 | . | . | i | 0 | -1 | 30
2 | CC(C)CCNC(=O)CN(CCCN1CCOCC1)C(=O)Cn1nnc(-c2ccc(F)cc2)n1 | 11 | 4 | -5 | -3 | -9 | 1 | i | -1 | -1 | -15
3 | O=[N+]([O-])c1cccnc1S(=O)(=O)c1ccccc1 | 41* | 2 | 40 | -3 | 20 | 6 | i | ? | 1 | -7
4 | CN(CC(=O)Nc1cccc(F)c1)C(=O)CCCn1c(=O)oc2ccccc21 | . | . | 3 | . | . | . | i | 0 | -2 | -11

Grouped by structure, the entries above with two or more sulfur atoms (2)
cpd | Structure | IEC-6 tox | AI-2 QS mod | HSF1 inh | GSK3beta inhib | KLF5 inhibitor | HSP90 inh | PolyA inh | HSF-1 act | GSK3A inh | aSyn UTR inh
28 | O=C(CSc1ccccn1)Nc1nc2c(ccc3ccccc32)s1 | 5 | 29 | -13 | 0 | -24 | -2 | i | 20 | 0 | -63
29 | O=C(COC(=O)CCC(=O)c1cccs1)Nc1ccc(S(=O)(=O)N2CCOCC2)cc1 | -3 | 12 | 11 | 0 | 5 | -2 | i | -10 | -4 | -2

Back to the main list with the 2 entries that preceded the break.
cpd | Structure | IEC-6 tox | AI-2 QS mod | HSF1 inh | GSK3beta inhib | KLF5 inhibitor | HSP90 inh | PolyA inh | HSF-1 act | GSK3A inh | aSyn UTR inh
29 | O=C(COC(=O)CCC(=O)c1cccs1)Nc1ccc(S(=O)(=O)N2CCOCC2)cc1 | -3 | 12 | 11 | 0 | 5 | -2 | i | -10 | -4 | -2
30 | COc1cccc(NC(=O)CSc2nnc(Cc3ccc(OC)c(OC)c3)o2)c1 | -7 | 19 | 7 | 2 | -7 | -1 | i | 20 | -2 | -2
31 | COC1CCCN(Cc2nc(Cc3ccccc3F)no2)C1 (stereo unspecified) | 4 | 18 | 0 | 0 | 10 | 3 | i | -3 | -1 | -23
32 | Cc1cc(C(=O)Nn2c(-c3ccncc3)nc3ccccc3c2=O)ccc1[N+](=O)[O-] | -6 | 17 | 2 | 0 | -1 | 3 | i | 4 | -4 | -3
33 | O=C(c1coc(=O)c2ccccc12)N1CCN(Cc2ccccc2)CC1 | -4 | 9 | 2 | 4 | -33 | -4 | i | 33 | 1 | 1
34 | O=C(CN1C(=O)S/C(=C\C=C\c2ccccc2)C1=O)Nc1ccc(C(=O)O)cc1 | 0 | 15 | 11 | 2 | 9 | 10 | i | -2 | . | 27
35 | CCOc1ccccc1N1CCN(CC(=O)Nc2nc(C)c(C(=O)N(C)C)s2)CC1 | 3 | 9 | -7 | 2 | -20 | -2 | i | 1 | 0 | 20
36 | O=S(=O)(NCc1ccco1)c1cccc(S(=O)(=O)N2CCOCC2)c1 | 6 | 4 | 2 | 0 | -7 | 5 | i | 8 | 3 | -13
37 | CCCC(=O)Nc1ccc(NC(=S)NC(=O)c2cccs2)cc1 | 0 | 12 | 4 | 1 | -36 | -2 | i | 8 | -3 | -56
38 | COCCNC(=O)c1cc2nc3c(c(C(F)(F)F)n2n1)CCc1ccccc1-3 | 1 | 16 | -5 | -2 | -12 | -2 | i | 0 | -6 | -7
39 | O=C(c1ccco1)N(Cc1ccc(Cl)cc1)Cc1ccco1 | -2 | 7 | 4 | 0 | -40 | 2 | i | 3 | 0 | 11
40 | O=C(NCc1ccc2c(c1)OCO2)C1CCC(CNS(=O)(=O)c2ccccc2)CC1 (stereo unspecified) | 10 | 0 | -5 | -4 | 9 | 2 | i | -6 | -3 | -7
41 | CCCSCCCNC(=O)c1ccccc1NC(=O)C1=CSCCO1 | 2 | 6 | 1 | 3 | 0 | -4 | i | 6 | 5 | 31
42 | CCc1cc(=O)oc2cc(OCC(=O)NCCCn3ccnc3)ccc12 | -1 | 32 | -3 | -3 | -35 | -6 | i | -7 | -1 | 10
43 | CC1CCCCC1NC(=O)C1CCN(C(=O)NC2CCCCC2)CC1 (stereo unspecified) | 6 | 2 | -3 | 0 | -1 | 2 | i | 13 | -1 | 0
44 | O=C(NC1CCCCC1)C(c1ccc2ncccc2c1)N(Cc1ccc2c(c1)OCO2)C(=O)c1ccc2c(c1)OCCO2 (stereo unspecified) | -2 | 6 | 4 | -25 | -26 | 2 | i | 9 | 0 | 15
45 | COc1ccc2nc3sc(C(=O)NCCCN4CCc5ccccc5C4)cc3cc2c1 | 2 | -2 | 7 | 5 | -34 | -2 | i | 46 | -1 | -84
46 | Cc1cc(C)nc(SCc2cn3ccccc3n2)n1 | -9 | . | -3 | 0 | -4 | 0 | i | 4 | -3 | -30
47 | CCCCN1CC[C@H]2C=CC[C@@H](C(=O)Nc3ccc(Cl)c(C(F)(F)F)c3)[C@H]2C1=O | . | 8 | 9 | 1 | . | . | i | 21 | -1 | 15
48 | CC(C)c1nnc(NC(=O)C2CC(=O)N(CCc3ccc(F)cc3)C2)s1 (stereo unspecified) | -1 | 33 | 5 | -3 | -11 | -3 | i | -4 | 0 | 26
49 | Cc1ccc(S(=O)(=O)N(C)C)cc1[N+](=O)[O-] | -3 | 4 | 0 | -1 | -9 | -2 | i | -16 | 10 | -4
50 | O=C(Nc1cccc(C(F)(F)F)c1)c1cnc2n(c1=O)CCS2 | 0 | 19 | -7 | -5 | -46 | -1 | i | 9 | 1 | -108
51 | N#Cc1ccc(OCCN2CCc3ccccc3C2)cc1 | . | 21 | 37 | -1 | . | . | i | 85* | -1 | -16
